# RXFP1 antag: blocks the human relaxin receptor RXFP1; 350,000 compounds, 0.59% hits; Q9HBX9; activity change, negative = inhibition, % at 57.5 µM; AID 1259400; HEK293-RXFP1, relaxin-stimulated cAMP HTRF, 30 min; stronger effect = lower value;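 active means activity change of -60% or lower, but not beyond a set lower limit; inconclusive means change between -60% and -40%, or beyond the set limit; inactive means change above -40%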; further: on the % scale 0 is the no-effect control and ±100 the full control effect
# Target sequence (Q9HBX9 whole entry, looked up): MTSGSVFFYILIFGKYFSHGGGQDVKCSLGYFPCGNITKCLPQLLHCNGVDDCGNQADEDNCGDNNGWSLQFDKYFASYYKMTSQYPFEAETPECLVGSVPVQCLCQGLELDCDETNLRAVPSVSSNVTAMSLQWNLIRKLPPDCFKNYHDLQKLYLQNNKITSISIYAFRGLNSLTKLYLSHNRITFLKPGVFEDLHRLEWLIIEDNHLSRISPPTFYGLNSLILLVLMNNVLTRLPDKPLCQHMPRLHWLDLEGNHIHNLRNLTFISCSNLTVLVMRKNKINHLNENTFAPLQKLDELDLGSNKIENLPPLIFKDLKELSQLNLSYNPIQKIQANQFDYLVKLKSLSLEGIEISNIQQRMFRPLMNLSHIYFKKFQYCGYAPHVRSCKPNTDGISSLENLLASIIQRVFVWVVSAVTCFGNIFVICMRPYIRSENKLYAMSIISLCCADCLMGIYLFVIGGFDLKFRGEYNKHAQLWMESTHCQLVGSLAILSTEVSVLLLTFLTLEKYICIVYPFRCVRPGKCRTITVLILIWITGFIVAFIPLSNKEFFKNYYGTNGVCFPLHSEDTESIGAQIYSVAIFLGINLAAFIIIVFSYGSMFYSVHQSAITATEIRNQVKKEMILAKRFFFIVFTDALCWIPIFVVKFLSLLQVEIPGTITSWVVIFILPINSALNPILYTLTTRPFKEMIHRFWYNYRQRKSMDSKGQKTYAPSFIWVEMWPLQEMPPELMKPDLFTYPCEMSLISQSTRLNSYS
# Vif-A3F inh: blocks the Vif interaction with APOBEC3F | HeLa A3F-eYFP + Vif (tagged APOBEC3F with the HIV-1 protein that degrades it), YFP fluorescence increase | Potency, µM (doses to about 46.1 µM), without a hit: at the top dose activity, negative = active | 390,000 compounds, 0.2% hits; further: potency means the concentration at half of the fitted maximal effect; % of control where 0% means no effect; nearly all actives have a fitted effect of over 65% in size
#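 HeLa cells stably expressing Vif plus C-terminally eYFP-tagged A3F were seeded, incubated overnight at 37 deg C, dosed with compound, incubated overnight again at 37 deg C. Yellow fluorescence (Ex 488/Em 500-530) reported blocked Vif-mediated A3F-eYFP degradation.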
# D1 potentiator: potentiators of human D1 dopamine receptor. HEK293 TREx D1 cells, calcium flux, dopamine EC20 potentiation. potentiation, % at 10 µM. AID 504651. 360,000 compounds, 0.036% hits. P21728; in the data active means potentiation above about 30%; further: 0% is about no effect
# Glioma ERSR ind: induces the endoplasmic reticulum stress response in human glioma cells; Potency, µM, for inactives: at the top dose activation, actives largely listed as activators; 420,000 compounds, 0.02% hits; U87-MG GRP78 promoter luciferase reporter, 16 h; further: potency means the concentration at half of the fitted maximal effect; series mostly up to about 76 µM; % of control where 0% means no effect; nearly all actives have a fitted effect of over 35% in size
#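 Stably transfected U87-MG human glioma cells carrying a GRP78-based luminescent sensor were seeded at 1000 cells/well, pin-dosed with compounds and incubated 16 h. Luciferase reagent was then added, and end-point luminescence was read after 10 min at room temperature.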
# D1 ag: activates the human D1 dopamine receptor | P21728 | HEK293 T-REx D1 cells, calcium flux, agonist mode | activation, % at 2 µM | 360,000 compounds, 1% hits | AID 504660; in the data active means activation above about 30%; further: 0% is about no effect
#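 Inducible HEK293 T-REx D1 cells, force-coupled to calcium signalling, were plated at 4000 cells/well with tetracycline and held overnight at 30 C. After no-wash calcium dye loading, compound-evoked calcium rise over 180 s flagged agonists.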
# Vif-APOBEC3G blk: inhibitors of Vif-APOBEC3G interaction | HeLa A3G-eYFP + Vif (tagged APOBEC3G with the HIV-1 protein that degrades it), YFP fluorescence, overnight | Potency, µM (titrated, usually from 46.1 µM), for inactives: at the highest dose activity, negative = active, most hits filed as inhibitors | 410,000 compounds, 0.076% hits;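 further: potency means the concentration at half of the fitted maximal effect; on the % scale 0 is the no-effect control and ±100 the full control effect; nearly all actives have a fitted effect of over 60% in size; hits raise eYFP signal because A3G escapes Vif-driven loss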
#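 Read-out is eYFP fluorescence (Ex 488/Em 500-530) from Vif-expressing HeLa A3G-eYFP cells; more signal means A3G escaped Vif-mediated degradation. Cells plated overnight, compound pinned in, incubated overnight at 37 deg C.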
# RXFP1 agonist: activates the human relaxin receptor RXFP1. HEK293T-RXFP1 cAMP TR-FRET, 30 min; response scale: percent of porcine relaxin response, buffer zero. 370,000 compounds, 0.3% hits. AID 2676. Potency, µM (series often up to 57.5 µM), for inactives: top-dose activation, usual class: activators; further: potency means the concentration at half of the fitted maximal effect; on the % scale 0 is the no-effect control and ±100 the full control effect; nearly all actives have a fitted effect of over 60% in size; many of its hits are not listed in these tables
#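 HEK293T cells stably expressing RXFP1 were pretreated with the PDE4 inhibitor Ro 20174, exposed to compounds for 30 min at 37C, lysed, and cAMP was read by TR-FRET. Data normalized to buffer (basal) and 29 nM porcine relaxin (100%).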
# D1 antagonist: human D1 dopamine receptor antagonism; P21728; activity change, negative = inhibition, % at 10 µM; 360,000 compounds, 3.2% hits; HEK293 TREx D1 cells, calcium flux, dopamine EC80; stronger effect = lower value; AID 504652; in the data active means activity change below about -30%; further: on the % scale 0 is the no-effect control and ±100 the full control effect
#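 Using tetracycline-induced force-coupled D1 Hek293 cells and a calcium dye, signals were followed for 180 s after compound, then for 180 s after EC80 dopamine, to detect inhibitors.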
# D2 PAM: positively modulates the human D2 dopamine receptor allosterically. P14416. HEK293 T-REx D2, calcium flux, EC20 dopamine potentiation. potentiation, % at 10 µM. 340,000 compounds, 0.34% hits;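 active means potentiation over 3 SD above the plate norm, cut at about 30% in these data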; further: 0% is about no effect
#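 Tetracycline-induced HEK293 T-REx cells force-coupled to calcium signalling expressed D2; compounds were pin-added after a 10 s baseline, read kinetically 180 s, then an EC20 dopamine challenge followed with a further 180 s calcium read.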
# An asterisk follows results filed as active; ? = inconclusive; nt = not tested or not shown; & = joins results of further samples. Unless noted, the call rests on the fitted dose curve; in most records, active means well fitted curve in the direction sought with a large enough effect; inconclusive means small, poorly fitted or top-dose-only effect, or another doubt; inactive means no such curve, though single readings can be large; an effect the other way counts as inactive or inconclusive. An excerpt; the hit share may differ from the screen's.
molecule	RXFP1 antag	Vif-A3F inh	D1 potentiator	Glioma ERSR ind	D1 ag	Vif-APOBEC3G blk	RXFP1 agonist	D1 antagonist	D2 PAM
S=C(c1ccccc1)N1CCCC1	-3.2	3.2%	-4.4	-4.0%	0.7	1.9%	2.2%	4.5	8.0
O=C(Cn1cnc2scc(-c3ccc(Cl)cc3)c2c1=O)N1CCOCC1	12.4	-1.1%	5.8	-1.0%	2.7	-3.9%	0.1%	2.9	-1.2
COc1ccc(S(=O)(=O)N2CCN(c3ccccn3)CC2)cc1OC	-10.7	-4.1%	-11.9	-2.3%	4.4	1.0%	0.9%	8.1	-3.4
COCCn1c(=NC(=O)c2cc3ccccc3oc2=O)sc2cc(S(N)(=O)=O)ccc21	-33.1	?	-1.6	-1.2%	-1.4	?	5.8%	3.6	-0.1
COc1cccc(CN(C)C(=O)Cc2c[nH]c3ccccc23)c1OC	-3.2	-0.5%	-5.0	0.5%	4.2	-2.1%	0.0%	-21.8	2.4
Cc1ccsc1/C=N/NS(=O)(=O)c1ccc([N+](=O)[O-])cc1	13.6	0.2%	1.1	-2.7%	3.8	-1.1%	1.8%	11.5	2.3
O=[N+]([O-])c1cccc2c(N3CCCC3)ccnc12	-1.1	0.5%	-8.6	-0.8%	9.6	-5.0%	7.7%	-29.4	-1.2
CCN(CC)C(=O)C(c1ccccc1)S(=O)(=O)N1CCOCC1 (centres undefined)	-12.1	-8.9%	nt	-3.6%	nt	0.2%	nt	nt	nt
CCCCc1ccc(-c2ccc(Br)cc2O)nc1	-6.5	-2.7%	0.1	6.4%	2.3	-2.1%	-1.1%	-7.8	2.1
COc1ccc(S(=O)(=O)/C(C#N)=C/Nc2cccc(OC)c2)cc1	-0.4	0.4%	-6.5	-3.9%	1.4	-0.9%	1.3%	-5.8	0.4
O=C(NCc1cccnc1)c1nn(-c2ccccc2F)nc1CO	-19.1	1.5%	2.5	-4.0%	0.2	8.9%	-5.1%	4.0	7.4
Cc1ccc(S(=O)(=O)NCCC(=O)NCc2ccc(Cl)cc2)cc1C	2.4	5.3%	nt	0.8%	14.8	-0.2%	1.2%	-35.7*	-4.6
CCOC(=O)C1CCCN(Cc2nc(CC3CC3)no2)C1 (centres undefined)	3.4	-13.2%	1.8	-0.6%	2.4	2.1%	1.1%	-5.8	1.5
Cc1ccc(N2NC(=O)/C(=C/c3ccc(-c4ccc(Cl)c(C(=O)O)c4)o3)C2=O)cc1C	nt	1.8%	1.4	-1.9%	2.5	0.2%	-1.7%	7.3	8.3
COc1cccc(-c2cc(C(F)(F)F)c3c(N)c(C#N)sc3n2)c1	nt	nt	16.9	nt	34.3*	nt	10.9%	-9.3	7.3
Cc1cc(C(=O)NC2CCCN(Cc3ccccc3F)C2)no1 (centres undefined)	0.4	-10.9%	0.1	0.4%	0.8	-0.1%	-4.3%	-11.0	-0.2
CCCS(=O)(=O)Nc1cc(C(F)(F)F)ccc1OCCOC	-10.0	3.9%	0.1	-1.0%	1.5	-1.1%	0.3%	-17.8	3.2
CCOc1ccc(C2CC(=O)c3c([nH]c(C(=O)OC)c3C)C2)cc1OC (centres undefined)	-2.0	1.1%	-4.9	-5.3%	0.5	-7.5%	3.3%	-9.2	nt
Cc1cccc(N2CCN(C(=O)Cc3ccccc3[N+](=O)[O-])CC2)c1C	3.6	11.5%	-3.6	0.1%	2.2	2.5%	5.7%	-3.6	-3.4
Cc1ccc2c(c1)N(CCC(=O)NCc1ccc(F)cc1)C(=O)CO2	nt	-9.5%	-2.0	-5.5%	-1.3	-7.5%	14.6%	6.4	-24.8
CCc1noc(C)c1C(=O)N(C)CC(=O)Nc1ccccc1C(F)(F)F	16.3	2.9%	-4.2	-0.3%	1.1	0.9%	1.2%	-13.0	6.2
Cc1ccc(CSC2=NCCN2C(=O)c2ccco2)cc1	nt	1.2%	-1.4	-3.4%	-0.4	-0.5%	3.6%	-5.6	7.1
CCOC(=O)c1c(C)[nH]c(C(=O)Cn2nnc(-c3ccccc3)n2)c1C	-10.9	-4.3%	-5.3	-2.0%	20.2	-8.3%	4.4%	-8.4	-2.7
Cc1ccc(NC(=O)C(=O)c2c[nH]c3ccccc23)cc1	-1.7	-0.5%	-3.6	0.8%	3.0	0.3%	0.1%	9.4	-6.7
CNC(=O)/C(=C\c1ccc([N+](=O)[O-])cc1)NC(C)=O	-1.8	2.5%	0.3	-4.6%	1.4	-1.0%	2.4%	-16.3	1.8
CCOC(=O)C1CCCN(c2ncnc3c2oc2ccccc23)C1 (centres undefined)	-29.9	nt	-8.5	-3.5%	15.7	-9.5%	6.1%	-20.0	0.4
CCOP1(=O)C=C(Sc2ccc([N+](=O)[O-])cc2[N+](=O)[O-])C(C)(C)O1 (centres undefined)	6.9	-2.4%	nt	-0.9%	nt	0.5%	nt	nt	nt
O=C(CSc1ncnc2c1cnn2-c1ccc(F)cc1)NC1CCCC1	5.6	-10.1%	-2.5	5.1%	14.6	2.1%	22.1%	-13.4	-3.3
CC1CCCN(C(=O)C2CCN(S(=O)(=O)c3cccc4cccnc34)CC2)C1 (centres undefined)	nt	-0.9%	4.1	-2.4%	2.5	0.6%	1.2%	-3.1	3.9
COc1ccc(N2C(=O)CC(NCC#N)C2=O)cc1 (centres undefined)	7.7	9.7%	-7.2	-4.2%	-0.6	3.7%	-3.1%	-12.7	-5.1

# Three compounds already listed, sorted by their value in Vif-APOBEC3G blk, low to high.
SMILES,Vif-APOBEC3G blk
CCCS(=O)(=O)Nc1cc(C(F)(F)F)ccc1OCCOC,-1.1%
CNC(=O)/C(=C\c1ccc([N+](=O)[O-])cc1)NC(C)=O,-1.0%
Cc1cc(C(=O)NC2CCCN(Cc3ccccc3F)C2)no1 (centres undefined),-0.1%

# (listing goes on)
molecule	RXFP1 antag	Vif-A3F inh	D1 potentiator	Glioma ERSR ind	D1 ag	Vif-APOBEC3G blk	RXFP1 agonist	D1 antagonist	D2 PAM
Nc1cc(C(=O)N2CCN(c3ccc([N+](=O)[O-])cc3)CC2)ccc1N1CC2CC(C1)c1cccc(=O)n1C2 (centres undefined)	44.8	-1.8%	2.4	1.2%	1.4	0.6%	-3.5%	-5.9	6.6
CSc1cccc(NC(=O)CCS(=O)(=O)c2cccc3nonc23)c1	7.3	-6.6%	1.0	1.3%	2.5	0.1%	5.7%	-23.6	23.1
O=C(N1CCN(CCO)CC1)N1c2ccccc2C=Cc2ccccc21	-5.6	0.1%	-4.2	-0.7%	4.2	-1.7%	2.8%	1.4	0.1
CC1CCN(c2ccc(NC(=O)c3cccnc3)cc2)CC1	32.9	0.5%	5.7	3.9%	1.6	-16.7%	0.9%	0.1	11.9
COc1ccc(NC(=O)CCc2nnc3n(Cc4ccccc4Cl)c(=O)c4ccccc4n23)cc1	11.8	-6.4%	-4.1	-1.5%	-0.4	2.4%	1.9%	3.3	-1.8
Cc1cccc(Nc2nc(C)cc(C)n2)c1	7.2	0.9%	-3.9	1.1%	3.2	0.3%	-0.2%	8.6	1.8
CCOC(=O)N1CCC(NC(=O)c2cnn(-c3ccc(C)cc3C)c2C2CCN(C(=O)OC(C)(C)C)CC2)CC1	-12.1	4.6%	-5.3	-3.2%	1.7	2.7%	-0.5%	0.1	7.5
CCOc1ccccc1CNC(=O)c1cnc2sc(N3CCOCC3)nn2c1=O	-15.9	-0.7%	-0.2	2.1%	-0.4	0.0%	2.9%	-12.4	-3.1
CCOc1ccc(NC(=O)Cn2nc(Cc3ccncc3)c3ccccc3c2=O)cc1	14.0	-3.9%	-0.6	-2.2%	0.4	0.4%	-2.4%	-3.5	5.5
Cc1cccc(C)c1N(CC(=O)NN=C1CCCCCC1)S(C)(=O)=O	5.2	3.2%	-0.9	-4.9%	-0.5	-0.8%	-1.1%	-9.3	3.5
CCOC(=O)c1nc(Nc2cccc(C)c2)c2ccccc2n1	-0.1&-18.0	-4.3%&4.0%	1.8&-2.9	-2.3%&-2.8%	4.8&-0.1	-1.4%&4.1%	2.8%&-0.1%	-19.7&-8.0	-11.1&-7.7
Cc1ccc(NC(=O)N2CC3CCCN3c3ccccc32)cc1Cl (centres undefined)	-6.3	5.0%	-3.5	-1.3%	1.9	-1.8%	-0.1%	-1.3	2.6
Cc1[nH]nc(N=CC2=C(O)CC(C)(C)CC2=O)c1-c1ccc(Cl)cc1	-17.5&-2.1	4.6%&-0.8%	10.1	-0.4%&-3.8%	-3.2	0.2%&0.6%	2.9%	11.9	17.6
O=C(NCc1ccccc1)N[C@@H](Cc1ccccc1)C(=O)O	26.3	2.7%	-0.6	-7.0%	-2.8	1.8%	1.8%	15.5	8.4
Cc1cc(=O)oc(C)c1C(=O)O	7.6	-2.5%	-5.2	3.1%	0.7	-0.5%	0.1%	2.0	-0.6
CC(C)(C)NC(=O)CN(Cc1ccc2c(c1)OCO2)C(=O)CNS(=O)(=O)c1ccc(F)cc1	10.3	12.3%	-4.0	-4.5%	8.0	2.2%	0.0%	8.1	17.0
O=C(NCCc1ccc(Cl)cc1)c1ccc(Br)s1	-6.5	-10.0%	-9.3	7.7%	7.2	-4.0%	-0.1%	-7.9	-13.8
O=S(=O)(c1cc(O)ccc1O)c1cccc2c(S(=O)(=O)c3cc(O)ccc3O)cccc12	nt	-3.3%	-5.0	-2.3%	1.3	-14.8%	-1.0%	9.0	-15.7
Cc1cc(-c2ccc(C(C)C)c(S(=O)(=O)N3CCN(c4ccccc4)CC3)c2)on1	-13.6	13.4%	6.6	-5.6%	4.3	?	3.3%	11.6	-0.5

# Taken from above.
# Under Vif-APOBEC3G blk, `O=S(=O)(c1cc(O)ccc1O)c1cccc2c(S(=O)(=O)c3cc(O)ccc3O)cccc12` is entered as -14.8%
# Under D1 ag, `Cc1cc(-c2ccc(C(C)C)c(S(=O)(=O)N3CCN(c4ccccc4)CC3)c2)on1` is entered as 4.3
